# Screens: PubChem, National Center for Advancing Translational Sciences (NCATS)
# Vif-A3F inh: qHTS for Inhibitors of Vif-A3F Interactions: qHTS. HeLa A3F-eYFP + Vif (tagged APOBEC3F with the HIV-1 protein that degrades it), YFP fluorescence increase. Potency, µM (doses to about 46.1 µM), inactives show top-dose activity, negative = active. 390,000 compounds, 0.2% hits; further: potency means the concentration at half of the fitted maximal effect; % of control where 0% means no effect; nearly all actives have a fitted effect of over 65% in size
#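 HeLa cells stably expressing Vif plus C-terminally eYFP-tagged A3F were seeded, incubated overnight at 37 deg C, dosed with compound, incubated overnight again at 37 deg C. Yellow fluorescence (Ex 488/Em 500-530) reported blocked Vif-mediated A3F-eYFP degradation.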
# D1 potentiator: Potentiators of Human D1 Dopamine Receptor: qHTS. D(1A) dopamine receptor (Homo sapiens), P21728. HEK293 TREx D1 cells, calcium flux, dopamine EC20 potentiation. potentiation, % at 10 µM. 360,000 compounds, 0.036% hits. AID 504651, 2011; in the data active means potentiation above about 30%; further: 0% is about no effect
# Target sequence (P21728 whole entry, looked up): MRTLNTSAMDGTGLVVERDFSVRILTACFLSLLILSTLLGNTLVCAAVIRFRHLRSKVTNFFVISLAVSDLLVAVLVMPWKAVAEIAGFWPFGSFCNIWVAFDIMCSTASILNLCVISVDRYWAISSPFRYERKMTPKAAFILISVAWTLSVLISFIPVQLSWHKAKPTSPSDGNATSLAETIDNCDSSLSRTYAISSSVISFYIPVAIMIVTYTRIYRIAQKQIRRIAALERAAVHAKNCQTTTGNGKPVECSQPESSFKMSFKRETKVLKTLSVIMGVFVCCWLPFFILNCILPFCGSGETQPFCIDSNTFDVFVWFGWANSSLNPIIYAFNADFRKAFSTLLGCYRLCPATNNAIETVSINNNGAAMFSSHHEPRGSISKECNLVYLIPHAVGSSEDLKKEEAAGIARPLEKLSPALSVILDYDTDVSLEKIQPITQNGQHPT
# LDHA block: qHTS assay for inhibitors of human lactate dehydrogenase. L-lactate dehydrogenase A chain (Homo sapiens), P00338. purified LDHA, NADH/diaphorase-resazurin fluorescence; active compounds read low. activity change, % (values are at about 110 or 230 µM). 480,000 compounds, 0.15% hits. AID 1347041, 2019; in the data active means activity change below about -30%; inconclusive means mostly about -25% to -30%;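 further: plate controls were DMSO wells for no effect and wells without enzyme for full effect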
#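 Enzyme activity of human lactate dehydrogenase 5 (2 nM; 0.06 mM NADH, 0.2 mM pyruvate, 5 min, RT) is measured via a resazurin/diaphorase fluorescence readout of residual NADH.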
# D1 antag: Antagonist of Human D 1 Dopamine Receptor: qHTS; HEK293 TREx D1 cells, calcium flux, dopamine EC80; active compounds read low; activity change, negative = inhibition, % at 10 µM; 360,000 compounds, 3.2% hits; in the data active means activity change below about -30%; further: on the % scale 0 is the no-effect control and ±100 the full control effect
#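 Using tetracycline-induced force-coupled D1 Hek293 cells and a calcium dye, signals were followed for 180 s after compound, then for 180 s after EC80 dopamine, to detect inhibitors.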
# Vif-APOBEC3G blk: qHTS for Inhibitors of Vif-A3G Interactions: qHTS. DNA dC->dU-editing enzyme APOBEC-3G (Homo sapiens), Q9HC16. 410,000 compounds, 0.076% hits. AID 602310, 2012. HeLa A3G-eYFP + Vif (tagged APOBEC3G with the HIV-1 protein that degrades it), YFP fluorescence, overnight. Potency, µM (highest dose often 46.1 µM), for the others: at the top dose activity, negative = active, most hits filed as inhibitors;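 further: potency means the concentration at half of the fitted maximal effect; on the % scale 0 is the no-effect control and ±100 the full control effect; nearly all actives have a fitted effect of over 60% in size; hits raise eYFP signal because A3G escapes Vif-driven loss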
#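 Read-out is eYFP fluorescence (Ex 488/Em 500-530) from Vif-expressing HeLa A3G-eYFP cells; more signal means A3G escaped Vif-mediated degradation. Cells plated overnight, compound pinned in, incubated overnight at 37 deg C.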
# Glioma ERSR ind: qHTS for Inducers of the Endoplasmic Reticulum Stress Response (ERSR) in Human Glioma: qHTS. 420,000 compounds, 0.02% hits. U87-MG GRP78 promoter luciferase reporter, 16 h. Potency, µM, without a hit: top-dose activation, actives largely listed as activators; further: potency means the concentration at half of the fitted maximal effect; series mostly up to about 76 µM; % of control where 0% means no effect; nearly all actives have a fitted effect of over 35% in size
#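 Stably transfected U87-MG human glioma cells carrying a GRP78-based luminescent sensor were seeded at 1000 cells/well, pin-dosed with compounds and incubated 16 h. Luciferase reagent was then added, and end-point luminescence was read after 10 min at room temperature.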
# D1 agonist: Allosteric Agonists of the Human D1 Dopamine Receptor: qHTS; D(1A) dopamine receptor (Homo sapiens), P21728; HEK293 T-REx D1 cells, calcium flux, agonist mode; activation, % at 2 µM; 360,000 compounds, 1% hits; AID 504660, 2011; in the data active means activation above about 30%; further: 0% is about no effect
#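 Tetracycline-induced HEK293 TREx D1 cells, force-coupled to calcium signalling, were dye-loaded with a no-wash calcium kit. Compound was pin-added after a 10 s baseline. Fluorescence was read kinetically at 1 cycle/s for 180 s, with calcium rises flagged as agonism.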
# RXFP1 agonist: qHTS Assay for Agonists of the Relaxin Receptor RXFP1; Relaxin receptor 1 (Homo sapiens), Q9HBX9; HEK293T-RXFP1 cAMP TR-FRET, 30 min; response scale: percent of porcine relaxin response, buffer zero; Potency, µM (series often up to 57.5 µM), for inactives: at the highest dose activation, most hits filed as activators; 370,000 compounds, 0.3% hits; AID 2676, 2010; further: potency means the concentration at half of the fitted maximal effect; on the % scale 0 is the no-effect control and ±100 the full control effect; nearly all actives have a fitted effect of over 60% in size; many of its hits are not listed in these tables
#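 cAMP rise read by TR-FRET after 30 min, 37C compound exposure (up to 58 uM) in RXFP1-transfected HEK293 cells with Ro 20174 present. EC50 from Hill-equation fits, with 29 nM porcine relaxin as 100% and buffer as basal.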
# D2 potentiator: HTS Assay for Positive Allosteric Modulators of the Human D2 Dopamine Receptor: Primary Screen for Potentiators | D(2) dopamine receptor (Homo sapiens), P14416 | HEK293 T-REx D2, calcium flux, EC20 dopamine potentiation | potentiation, % at 10 µM | 340,000 compounds, 0.34% hits | AID 485347, 2010;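 active means potentiation over 3 SD above the plate norm, cut at about 30% in these data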; further: 0% is about no effect
# Target sequence (P14416 whole entry, looked up): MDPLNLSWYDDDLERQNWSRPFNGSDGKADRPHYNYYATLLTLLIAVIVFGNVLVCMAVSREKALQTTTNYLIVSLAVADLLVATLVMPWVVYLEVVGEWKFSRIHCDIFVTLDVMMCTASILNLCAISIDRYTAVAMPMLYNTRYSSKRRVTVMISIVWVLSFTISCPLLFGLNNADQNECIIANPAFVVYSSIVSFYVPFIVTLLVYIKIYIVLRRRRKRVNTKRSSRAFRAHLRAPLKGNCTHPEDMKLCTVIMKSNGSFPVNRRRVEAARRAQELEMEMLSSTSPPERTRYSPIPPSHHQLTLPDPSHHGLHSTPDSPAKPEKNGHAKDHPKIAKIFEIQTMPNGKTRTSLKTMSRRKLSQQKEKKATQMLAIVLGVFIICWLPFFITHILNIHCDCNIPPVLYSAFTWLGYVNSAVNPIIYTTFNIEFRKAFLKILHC
#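 Cells plated with tetracycline inducer and held overnight at 30 C; calcium dye loaded 30–90 min at room temperature; baseline taken, compound added and read 180 s; EC20 dopamine then added and read 180 s.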
# An asterisk follows results filed as active; ? = inconclusive; nt = not tested or not shown. Unless noted, the call rests on the fitted dose curve; in most records, active means well fitted curve in the direction sought with a large enough effect; inconclusive means small, poorly fitted or top-dose-only effect, or another doubt; inactive means no such curve, though single readings can be large; an effect the other way counts as inactive or inconclusive.
SMILES,Vif-A3F inh,D1 potentiator,LDHA block,D1 antag,Vif-APOBEC3G blk,Glioma ERSR ind,D1 agonist,RXFP1 agonist,D2 potentiator
COc1ccc(-c2cn3nc(SCC(=O)Nc4cccc(C)c4C)ccc3n2)cc1,-5.6%,-2.5,3.8,1.2,-2.0%,3.4%,1.5,?,8.1
CCOC(=O)[C@H]1[C@H]2COc3ccc(Cl)cc3[C@H]2N2C(=O)CNC(=O)[C@@]12C,-1.5%,nt,0.9,nt,0.4%,-5.5%,nt,nt,nt
COc1ccc(N(C(=O)c2ccco2)S(=O)(=O)c2ccc(F)cc2)cc1,nt,-10.4,-0.3,-57.7*,-4.9%,-2.5%,6.7,0.3%,-2.2
CCC(=O)N1c2ccccc2CC1C(=O)NCCc1cc(OC)c(OC)c(OC)c1 (configuration not stated),0.7%,0.6,4.9,6.9,-1.3%,-4.5%,0.3,-1.4%,-1.4
O=C(Cc1ccccc1)c1ccc(O)cc1O,-12.4%,nt,-4.0,nt,-0.3%,-0.2%,nt,nt,nt
CCOc1ccc(C(=O)c2cn(CC(=O)Nc3ccc4c(c3)OCO4)c3ccc(OCC)cc3c2=O)cc1,-7.8%,-1.0,0.0,-7.0,0.2%,-2.8%,1.9,15.8%,-7.7
COc1ccc(Cc2nc3ccc(C(=O)NC4CCOC4)cc3o2)cc1 (configuration not stated),0.8%,1.5,-1.5,5.5,-2.8%,1.1%,6.6,-1.5%,-5.5
C[C@H]1CN([C@@H](C)CO)C(=O)c2cccc(NC(=O)Nc3ccc(C(F)(F)F)cc3)c2O[C@@H]1CN(C)Cc1ccc(Cl)c(Cl)c1,-0.1%,nt,4.2,nt,-9.3%,-6.0%,nt,nt,nt
Cc1ccc(S(=O)(=O)NCc2ccc(C(=O)N3CCN(Cc4ccccc4)CC3)cc2)cc1,1.3%,-1.6,-0.1,5.4,2.3%,-3.2%,2.7,0.3%,-3.1
CCCc1cc(=O)oc2c3c(c(Cl)cc12)OCN(CCCO)C3,nt,3.0,nt,15.2,nt,nt,-0.2,18.5%,8.2
CC(=O)N1CCc2cc(S(=O)(=O)Nc3cccc(C(F)(F)F)c3)ccc21,-9.9%,6.1,-6.2,-20.2,-2.2%,-5.1%,8.6,7.2%,9.8
CCOC(=O)CSc1nsc(SCC(=O)OCC)c1C#N,-2.9%,-3.0,-7.2,3.3,3.9%,-9.4%,0.2,-1.9%,15.7
O=C(Cn1cnc2c(nnn2-c2cccc(Cl)c2)c1=O)NCc1ccccc1,2.7%,1.9,-16.1,-5.6,-0.5%,-2.7%,1.1,3.8%,-1.3
O=C(N/N=C/c1cccc(C(F)(F)F)c1)c1ccc(O)cc1,14.5%,8.9,-10.8,-10.9,-0.2%,2.1%,1.9,-2.2%,-1.2
O=C(CN(c1ccc(F)cc1)S(=O)(=O)c1ccc2c(c1)OCCO2)Nc1cccnc1,-2.4%,-4.7,-8.8,-8.9,0.2%,-2.7%,3.2,0.0%,-18.1
Cc1nc(N2CCCCC2)c2c(C)c(C(=O)Nc3ccccc3C(F)(F)F)sc2n1,3.3%,4.5,3.2,17.2,1.6%,-4.9%,-1.9,2.2%,2.5
CC(C)Cn1c(CN2CCCCC2C)nc2c1c(=O)n(C)c(=O)n2C (configuration not stated),-2.8%,-3.5,-10.7,-22.1,-2.0%,-3.5%,-1.2,3.1%,0.6
COc1cccc(-c2cc(C(F)(F)F)c(C#N)c(=O)[nH]2)c1,1.9%,1.8,0.4,19.3,-0.5%,0.9%,2.6,10.7%,-5.1
Cc1cc(C)n(-c2nnc(N3CCN(c4ccc(F)cc4)CC3)nn2)n1,-7.0%,1.0,-0.1,-41.9*,-4.3%,-6.1%,3.2,0.6%,6.0
COc1ccccc1NC(=S)N1CCNC(=O)C1CC(=O)Nc1cccc(C)c1 (configuration not stated),1.0%,-6.0,-0.6,5.5,2.5%,-6.0%,0.9,-2.0%,8.3
COc1cc(S(=O)(=O)Nc2cccc(C)c2)ccc1N=Cc1c(C)[nH]n(-c2ccccc2)c1=O,nt,-6.0,nt,-3.2,nt,nt,4.4,0.0%,2.8
Cc1cc(C)cc(NC(=O)C2CCN(S(C)(=O)=O)CC2)c1,-18.8%,9.3,-4.0,3.2,0.8%,-3.1%,-0.7,-3.4%,10.2
Cc1ccccc1S(=O)(=O)N1CCN(C)CC1,-12.8%,-2.0,-10.8,-2.3,1.3%,-2.8%,5.3,1.0%,12.8
COc1ccc(CC(=O)N2CCN(c3cccc(C)c3C)CC2)cc1,0.7%,-2.1,-7.2,-17.0,0.4%,0.6%,4.2,-0.2%,-1.5
Cc1ccc(-n2nnnc2-c2cnc3ccc(Cl)cc3c2-c2ccccc2)cc1,-1.8%,nt,-4.6,nt,-27.9%,-5.4%,nt,2.7%,nt
CN(CCCC1CCCC1)C(=O)c1cc(COc2c(F)cccc2F)on1,4.1%,-5.3,0.7,-12.6,0.8%,-2.8%,5.4,-2.0%,-6.7
CCN(CC)CCN(C(=O)CCS(=O)(=O)c1ccccc1)c1nc2cc(C)cc(C)c2s1,1.6%,1.6,-1.0,1.1,-5.8%,-10.7%,6.5,-0.2%,-17.8
OCCN1CN=C(Nc2nc3ccccc3s2)NC1,-16.7%,-5.3,-1.3,-26.8,-2.7%,2.7%,0.8,0.0%,-1.4
CCOc1ccc(-n2c(=S)sc3c(=O)[nH]c(SCC(=O)NCC4CCCO4)nc32)cc1 (configuration not stated),1.4%,-1.9,3.3,1.9,0.7%,-0.8%,1.0,0.6%,-20.0
Cn1c(=O)[nH]c(=O)c2c1nc(Br)n2CCSc1nnnn1-c1ccccc1,0.1%,-5.1,-1.2,-6.7,1.3%,-3.3%,0.0,2.9%,-10.3
CCOC(=O)CC(=O)Nc1nc2ccccc2s1,2.7%,-5.5,-5.2,-7.7,-5.7%,-0.7%,2.0,1.1%,-1.1
COC(=O)c1cc(C(=O)Nc2ccc(S(N)(=O)=O)cc2)cc([N+](=O)[O-])c1,13.1%,0.7,-5.3,-17.5,1.4%,-3.6%,2.1,0.2%,-8.6
CCCCCCCCOC1OC(CO)C(O)C(O)C1NC(C)=O (configuration not stated),nt,4.6,-0.1,10.5,-7.1%,-1.2%,3.3,0.9%,-4.2
Fc1ccc(N2CCN(Cc3cnc(N4CCOCC4)s3)CC2)cc1,-3.3%,-6.2,-8.5,-19.3,4.0%,3.2%,4.6,-0.3%,-4.1
O=[N+]([O-])c1ccc(/C([O-])=C(/C(=S)Nc2ccccc2F)[n+]2ccccc2)cc1,1.9%,-0.2,-8.9,33.2,-5.1%,2.6%,-0.2,1.2%,-5.2
CCOc1ccccc1NC(=O)CN1C(=O)C(=O)N(Cc2ccco2)C1=O,-20.3%,-1.7,-4.6,2.7,-1.1%,-1.5%,1.9,0.8%,-0.7
CC(=O)c1c(C)[nH]c(C(=O)N(C)CC(=O)Nc2ccc(Cl)c(C(F)(F)F)c2)c1C,-3.5%,-6.7,-0.5,0.2,-7.9%,-1.4%,3.8,0.7%,-19.3
Cc1nn(C)c(C)c1CCC(=O)NC1CC(C)(C)Cc2c1cnn2-c1ccccc1 (configuration not stated),9.3%,5.6,-4.6,-7.5,1.8%,1.7%,-0.4,1.5%,12.4
Cc1ccc(S(=O)(=O)N2CCC(C(=O)OCC(=O)N3CCCCC3C)CC2)cc1C (configuration not stated),2.3%,2.3,-0.6,-6.6,-2.6%,-4.9%,-0.4,0.9%,10.3
O=C(Nc1ccc(F)cc1)c1ccc2c(c1)NC(=O)c1ccccc1S2,?,-6.0,-7.0,-3.0,-8.3%,-0.6%,0.6,?,-3.1
O=Cc1ccc2c(c1)OCCOCCOCCOCCO2,-1.3%,nt,-2.1,nt,-0.5%,-3.1%,nt,nt,nt
Cc1c(C=O)n(C)n(-c2ccccc2)c1=O,-3.7%,-1.6,-3.7,6.4,-0.1%,1.5%,0.4,0.5%,5.8
O=C(C[C@@H]1C/C=C\C[C@H](Cc2ccc(F)cc2)C(=O)OCCNC1=O)N[C@H](CO)Cc1ccccc1,0.8%,nt,-5.3,nt,1.0%,-2.8%,nt,nt,nt
O=C(Nc1ccc(S(=O)(=O)NCc2cccnc2)cc1)c1ccco1,-0.7%,-3.9,-8.1,4.0,-0.1%,-5.4%,5.0,0.9%,5.6
Cc1cccc(-n2c(CNC(=O)c3ccccc3)nnc2SCC(=O)Nc2nccs2)c1,3.0%,-7.8,-9.5,-2.3,-7.1%,-4.9%,2.6,-1.3%,25.6
CCOC(=O)c1c(/N=C/c2ccc(C)cc2O)sc2c1CCC2,-14.8%,-2.8,-1.6,11.3,0.5%,0.9%,2.0,0.3%,0.5
COCCn1c(COC)nc2ccccc21,1.5%,3.9,-2.3,-2.5,0.0%,-2.9%,1.4,-0.1%,1.0
CC(=O)OC(C(=O)NC1CCCCC1)c1ccc(C#N)cc1 (configuration not stated),nt,-0.8,-8.6,-25.0,-0.1%,-6.4%,3.7,4.2%,-6.7
CCCCN(CC(=O)NCc1ccc(F)cc1)C(=O)c1ccco1,-7.0%,-3.5,-9.3,-8.9,-2.3%,-1.5%,2.1,2.5%,-2.2
Cc1ccc(-c2cc(C(F)(F)F)nc(SCC(=O)c3cccc([N+](=O)[O-])c3)n2)cc1,-4.0%,-0.2,-9.3,10.1,0.5%,-2.1%,4.1,1.2%,-4.5

# An excerpt; rates above refer to the full screens.
